Screening data from PubChem BioAssay.
Lipid storage S3 – qHTS Assay for Lipid Storage Modulators in Drosophila S3 Cells; 0.64% of 320,000 active; AID 2685; Drosophila S3 cells, BODIPY lipid droplet fluorescence, 18-24 h; cells fed with added oleic acid; lipid storage change, negative = inhibition, % at the top dose, mostly 46.1 µM; hits show Potency in µM; active means well fitted inhibition curve with a large enough effect in the signal ratio, with a control signal flat, not every such curve was filed as active; inconclusive means small, poorly fitted or top-dose-only effect, or effect the other way, or a change in a side signal; the % refers to the signal ratio
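Laser-scanning cytometry quantifies lipid droplet accumulation (500–530 nm total intensity; droplet/cell object ratio) in oleic acid-fed (400 uM added) Drosophila S3 cells treated with a concentration series. 20 uM Triacsin C defined 100% inhibition.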
Lipid storage S3 cell count max – also measured in Lipid storage S3; calls as there; cell number change, %; measured here: cell count max response;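 cells counted by Cell Tracker Red CMTPX staining in the red channel; peak over a dose series mostly up to 46.1 µM; percent activity relative to internal control wells on each plate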
Starred values were filed as active, the others as inactive; i = inactive; ? = inconclusive; · = not tested or not shown. On the % scale 0 is the no-effect control and ±100 the full control effect; potency means the concentration at half of the fitted maximal effect.

SMILES | Lipid storage S3 | Lipid storage S3 cell count max
CC1CCN(S(=O)(=O)c2ccc3c(c2)N(CC(=O)NCCCN(Cc2ccccc2)C(C)C)C(=O)CO3)CC1 | ? | ·
Cc1ccc(NC(=O)c2ccc3c(=O)n4c(nc3c2)CCCCC4)cc1F | ? | ·
O=C(COC(=O)/C=C/c1ccccc1)NC1CCS(=O)(=O)C1 (stereo not drawn) | ? | ·
CCC(C)NC(=O)CC(NS(=O)(=O)c1ccc(NC(C)=O)cc1)C(C)C (stereo not drawn) | 3% | 10
COc1cccc2sc(N(CCN(C)C)C(=O)c3ccc(S(=O)(=O)N4CCCC4)cc3)nc12 | 7% | 3
COc1ccc(N2CCN(S(=O)(=O)/C=C/c3ccccc3)CC2)cc1 | 15% | 3
CCOC(=O)c1sc2nc(C)nc(SCC(=O)NC(C)CCc3ccccc3)c2c1C (stereo not drawn) | i | ·
O=C(NCCc1ccccn1)c1cc(-c2ccccc2Cl)nc2ccccc12 | -2% | -1
CSc1nc(NCCOCCO)c2sc3nc(-c4ccco4)c4c(c3c2n1)CCC4 | ? | ·
COc1ccc(CC(=O)NC(C)c2nnc(SCC(=O)Nc3nc(C)cs3)n2C)cc1 (stereo not drawn) | ? | ·
Cc1cc(NC(=O)CN2CCCC(C)C2)n(-c2nc3ccccc3s2)n1 (stereo not drawn) | ? | ·
O=C(CN1C(=O)NC2(CCCCC2)C1=O)N1CCN(S(=O)(=O)/C=C/c2ccccc2)CC1 | 19% | 13
Cc1c(C(=O)N2CCN(C/C=C/c3ccccc3)CC2)oc2c(F)cccc12 | ? | ·
Nn1c(SCC(=O)NCCC2=CCCCC2)nnc1C(F)(F)F | ? | ·
CCS(=O)(=O)c1nnnn1-c1ccccc1S(C)(=O)=O | ? | ·
CC(=O)c1ccc(OCCCC(=O)OCC(=O)Nc2ccc3[nH]c(=O)[nH]c3c2)cc1 | ? | ·
O=C(CCCCn1c(=O)[nH]c2ccsc2c1=O)NCc1cccnc1 | 7% | 8
O=C(c1ccc(COc2c(F)c(F)cc(F)c2F)o1)N1CCN(c2ccc(Cl)cc2)CC1 | ? | ·
CCCCn1c(NCc2cccs2)nc2ccccc21 | ? | ·
COc1ccccc1CNC(=O)C(=O)NCCC1CCCCN1S(=O)(=O)c1ccc(C)cc1 (stereo not drawn) | 27% | 19
O=C(c1cccc2ccccc12)N1CCCCC1 | 8.2µM* | -5.2*
c1ccc(C(c2ccccc2)c2noc(CN3CCN(C4CCCC4)CC3)n2)cc1 | -4% | 5
CCOC(=O)c1[nH]c2cc3c(cc2c1NC(=O)CN1CCN(CCO)CC1)OCO3 | ? | ·
CCn1c(=S)sc2c(=O)n(-c3ccccc3)c(SCC(=O)NCc3ccco3)nc21 | -16% | -12
O=C1c2ccccc2C(=O)C1c1ccccn1 | 1% | 7
CCCCCCCC(=O)N/N=C(\C)c1ccc(O)cc1O | ? | ·
CCOc1ccc(-c2nnc3ccc(SC)nn23)cc1 | 26% | ·
COC(=O)c1ccc(-c2nc(-c3cccs3)no2)cc1 | ? | ·
CCCCn1c(N)c(N(CCOC)C(=O)C(C)N2C(=O)c3ccccc3C2=O)c(=O)[nH]c1=O (stereo not drawn) | ? | ·
O=C(NCc1ccco1)c1sc(=S)n2c1[nH]c(=O)c1ccccc12 | ? | ·

Overlap with the part before: 7 compounds; new compounds follow.
SMILES | Lipid storage S3 | Lipid storage S3 cell count max
CCn1c(=S)sc2c(=O)n(-c3ccccc3)c(SCC(=O)NCc3ccco3)nc21 | -16% | -12
O=C1c2ccccc2C(=O)C1c1ccccn1 | 1% | 7
CCCCCCCC(=O)N/N=C(\C)c1ccc(O)cc1O | ? | ·
CCOc1ccc(-c2nnc3ccc(SC)nn23)cc1 | 26% | ·
COC(=O)c1ccc(-c2nc(-c3cccs3)no2)cc1 | ? | ·
CCCCn1c(N)c(N(CCOC)C(=O)C(C)N2C(=O)c3ccccc3C2=O)c(=O)[nH]c1=O (stereo not drawn) | ? | ·
O=C(NCc1ccco1)c1sc(=S)n2c1[nH]c(=O)c1ccccc12 | ? | ·
CCN(CC)C(=O)CSc1nnc(CCCCCNC(=O)OC(C)(C)C)o1 | ? | ·
O=S1(=O)CCC(NC(=S)SCc2ccccc2Br)C1 (stereo not drawn) | -6% | 2
CC(=O)Nc1ccc(S(=O)(=O)N(Cc2cccnc2)Cc2cc3ccc(C)cc3[nH]c2=O)cc1 | ? | ·
COCCN(C(=O)c1cc2c(s1)CCC2)c1c(N)n(CC(C)C)c(=O)[nH]c1=O | ? | ·
Cc1cc(=O)oc2cc(OCC(=O)NCC3CCCO3)ccc12 (stereo not drawn) | -1% | 7
C#CCOCCOCCOCCNc1nc(N2CCN(C(=O)[C@H]([C@@H](C)CC)n3cc([C@@H](N)CC(C)C)nn3)CC2)nc(N2CCN(C(=O)[C@H](CCCCN)n3cc([C@@H](N)CC(C)C)nn3)CC2)n1 | ? | ·
CC(Cc1cccs1)NC(=O)Nc1ccc([N+](=O)[O-])cc1 (stereo not drawn) | ? | ·
Cc1cc(Cl)ccc1NC(=S)NCCc1ccc(Cl)cc1 | 16µM* | -21*
CCc1ccccc1NC(=O)CN1CCN(C(=O)CNC(=O)c2ccc(-c3ccccc3)cc2)CC1 | ? | ·
O=[N+]([O-])c1ccccc1S(=O)(=O)N1CCN(Cc2ccc3c(c2)OCO3)CC1 | ? | ·
CCOC(=O)c1c(NC(=O)C2COc3ccccc3O2)sc(C(C)=O)c1C (stereo not drawn) | i | 4
COc1cc(CN2CCNC(=O)C2CC(=O)NC2CCC2)cc(OC)c1 (stereo not drawn) | i | ·
O=C(Nc1ccccc1F)c1ccc(Cn2cc(Br)cn2)cc1 | -13% | -16
Clc1ccc(CNCCCSc2ncccn2)cc1 | 2% | 0
Cc1ccc(CSCCNC(=O)c2ccc(NS(C)(=O)=O)cc2)cc1 | ? | ·
Cc1cc(N)n2ncc(-c3cccc(Br)c3)c2n1 | ? | ·
O=C(NCc1ccccc1)c1ccc2c(c1)S(=O)(=O)c1cc(Cl)ccc1C2=O | ? | ·
CCN1CCN(C(=S)Nc2ccc3nc(N4CCN(C)CC4)cc(C)c3c2)CC1 | ? | ·
COc1ccc(N(CC(=O)N2CCCCCC2)S(=O)(=O)c2c(C)[nH]c(=O)[nH]c2=O)cc1 | ? | ·
COC(CNC(=O)c1cccc2c1C(=O)N(Cc1cccnc1)C2)OC | ? | ·
O=C(O)c1cc(-c2cccnc2)nc2ccccc12 | -3% | -14
Cc1cc(S(=O)(=O)N2CCCCCC2)c(Cl)cc1Cl | i | ·
CCC(C)NCCOc1ccc(C)cc1[N+](=O)[O-] (stereo not drawn) | ? | ·
CN1CCN(S(=O)(=O)c2ccc(NC(=O)c3cccc(S(=O)(=O)N4CCCC4)c3)cc2)CC1 | 11% | -2
Cc1ccc2[nH]c3nc(NN)nnc3c2c1 | ? | ·
CCOc1ccc(CCNC(=O)COn2nnc3ccc(S(=O)(=O)N4CCOCC4)cc32)cc1OCC | ? | ·
CS(=O)(=O)N1CCN(c2cccc(Cl)n2)CC1 | ? | ·
Cc1ccccc1NC(=O)CCCNC(=O)c1ccc(Cl)cc1 | ? | ·
O=C(COc1ccccc1Cl)NCc1nc(-c2ccccc2)no1 | 1% | ·
O=C(COC(=O)c1ccc(O)cc1)Nc1ccccc1 | 13% | -5
CC(=O)Nc1ccc2c(c1)CCC2=O | ? | ·
CC(Sc1nnc(-c2cccnc2)n1N)C(=O)N1CCOCC1 (stereo not drawn) | 20% | ·
C=CCn1c(C#N)c(N)sc1=N | -2% | -10
Cc1ccc(S(=O)(=O)n2ccc3cccnc32)cc1 | 3% | -5
CCC(=O)Nc1sc2c(c1C#N)CC(C)(C)NC2(C)C | ? | ·
Cn1cc(C(=O)NCc2ccccc2F)cn1 | 6% | -9
CCOC(=O)c1cc2c(nc1N)CC(C)(CC)OC2 (stereo not drawn) | ? | ·
CCCOc1ccc(NC(=O)Cc2ccc(S(=O)(=O)N3CCOCC3)s2)cc1OCCC | ? | ·
CCN(CC)CCN(C(=O)c1ccc2ccccc2c1)c1nc2cc3c(cc2s1)OCO3 | ? | ·
O=C1CCCN1CCCNS(=O)(=O)c1ccc(Cl)c(C(=O)N2CCOCC2)c1 | 23µM* | -15*
COc1ccccc1C(=O)NC(=O)COC(=O)c1cccc(NC(C)=O)c1 | 1% | 14
O=C1NC[C@H](Cc2ccc(O)cc2)N(CCc2cccc3ccccc23)C1=O | -17% | -1
O=S(=O)(c1ccc(Cl)cc1)N1CCN(Cc2cccnc2)CC1 | ? | ·
Cc1cc(C(=O)N/N=C/c2cc(Cl)cc([N+](=O)[O-])c2O)c2ccccc2n1 | ? | ·
Cc1ccc(-n2ncc3c(N4CCCC4)ncnc32)c(C)c1 | -14% | -21

3 entries out of the list, ordered by formula weight, rising:
SMILES | Lipid storage S3 | Lipid storage S3 cell count max
CC(Sc1nnc(-c2cccnc2)n1N)C(=O)N1CCOCC1 (stereo not drawn) | 20% | ·
O=C1CCCN1CCCNS(=O)(=O)c1ccc(Cl)c(C(=O)N2CCOCC2)c1 | 23µM* | -15*
CCCOc1ccc(NC(=O)Cc2ccc(S(=O)(=O)N3CCOCC3)s2)cc1OCCC | ? | ·

(cont.)
SMILES | Lipid storage S3 | Lipid storage S3 cell count max
COc1ccc(-n2c(SC3CCOC3=O)nc3ccccc32)cc1 (stereo not drawn) | ? | ·
CC(C)[C@H](NC(=O)c1ccccc1Cl)C(=O)OCc1cc(=O)n2cc(Br)ccc2n1 | 22% | ·
COc1ccccc1-n1cc(CN2CCN(C3CCCCC3)C(CCO)C2)cn1 (stereo not drawn) | -7% | ·
O=C(Nc1cccn2ncnc12)c1ccc(Cl)cc1Cl | -2% | -10
O=C(CSc1nc2ccccc2s1)Nc1ccc(Cl)c(S(=O)(=O)N2CCOCC2)c1 | 5% | 7
COc1ccc(-c2nnc(SCCC(=O)O)n2-c2ccccc2)cc1 | ? | ·
Cc1ccc2nc(C)cc(Cl)c2c1 | ? | ·
CCC(c1nnnn1CCOC)N1CCN(C(=O)c2ccco2)CC1 (stereo not drawn) | ? | ·
O=C(Nc1cccc(-n2cnnn2)c1)c1cc(Cl)nc(Cl)c1 | ? | ·
Cc1ccc(Cn2c(/C=C/c3ccco3)nc3ccccc32)cc1 | 20% | 2
C=CCN(CC=C)C(=O)Cn1cnc([N+](=O)[O-])n1 | 0% | 11
CCCNC(=O)c1ccc(Cn2cc(-c3ccc(OC)cc3)nc2C(C)N)cc1 (stereo not drawn) | ? | ·
COc1ccc(CCNC(=O)CN(C)S(=O)(=O)c2cccc3nsnc23)cc1OC | 1% | 0
Cc1ccc(NC(=S)C2=C(O)c3sccc3N(C)S2(=O)=O)cc1 | ? | ·
CCOc1ccc2c(c1)nc(SCC(=O)c1ccc(Br)s1)n2C | -10% | 4

Rewritten with tabs: part of the list above.
compound	Lipid storage S3	Lipid storage S3 cell count max
Cc1cc(NC(=O)CN2CCCC(C)C2)n(-c2nc3ccccc3s2)n1 (stereo not drawn)	?	·
CCS(=O)(=O)c1nnnn1-c1ccccc1S(C)(=O)=O	?	·
CC(Sc1nnc(-c2cccnc2)n1N)C(=O)N1CCOCC1 (stereo not drawn)	20%	·

Other entries:
SMILES | Lipid storage S3 | Lipid storage S3 cell count max
NS(=O)(=O)c1ccc(NC(=O)c2ccc(CSc3ccccc3)o2)cc1 | ? | ·
CC1(C)CC(=O)C(C=NCCN2CCN(C3CC(=O)N(c4ccc(Cl)c(Cl)c4)C3=O)CC2)=C(O)C1 (stereo not drawn) | 0% | 14
CCOC(=O)N1CCN(S(=O)(=O)c2c[nH]c(C(=O)OC)c2)CC1 | i | 1
Cn1c(CSc2ncccn2)nnc1SCC(=O)N1CCCc2ccccc21 | ? | ·
Cn1nnnc1SCC(=O)Nc1ccc(S(=O)(=O)N2CCOCC2)cc1 | -9% | 5
CCCCCN(C(=O)CCC(=O)OC(C)C(=O)c1ccccc1)c1c(N)n(CCCC)c(=O)[nH]c1=O (stereo not drawn) | ? | ·
CCOc1ccc(NC(=O)CN(C)C(=O)c2csc3c2CCCC3)cc1OCC | ? | ·
NCC(=O)NNC(=O)OCC1c2ccccc2-c2ccccc21 | i | 5
Cc1cc(C)cc(N=C(NO)c2cccc([N+](=O)[O-])c2)c1 | 0% | -13
CCSc1nc2sc3c(c2c2[n+]1CC(CBr)O2)CCCC3 (stereo not drawn) | -6% | 15
CCn1c(=O)c2cc(C(=O)N3CCN(C(=O)c4ccco4)CC3)sc2c2ccccc21 | ? | ·
O=C(CN1CCN(Cc2ccccc2F)C1=O)NC1CCCC1 | 0% | 7
Cc1ccc(OCC(=O)NC2CCCc3ccccc32)c(C)c1 (stereo not drawn) | 9% | 1
Cc1ccn(-c2ccc(NC(=O)c3cccs3)cc2)n1 | ? | ·
Cc1ccccc1NC(=O)/C(C#N)=C/c1ccc(-c2ccc(Cl)c(C(=O)O)c2)o1 | ? | ·
COc1cc(/C=N/n2c(-c3ccccc3)n[nH]c2=S)cc(OC)c1O | 7% | 14
CC(Sc1ncccn1)C(=O)Nc1ccc2c(c1)OCCO2 (stereo not drawn) | ? | ·
CCN1CCN(C(=O)NC(c2ccc(C)c(F)c2)C(Cl)Cl)CC1 (stereo not drawn) | ? | ·
Cc1ccc(NC(=O)CN2C(=O)N/C(=C/c3cc(C)n(-c4ccc(C(=O)O)cc4)c3C)C2=O)cc1 | 6% | ·
Cc1ccc(-c2cc(C(=O)N/N=C/C=C/c3ccccc3)n[nH]2)o1 | ? | ·
O=C(Nc1nnc(C23CC4CC(CC(C4)C2)C3)s1)c1ccc(N2C(=O)CCC2=O)cc1 | ? | ·
COc1ccc(C2=NN(C(=O)c3ccccc3)C(c3ccc(OC)c(OC)c3)C2)c(O)c1 (stereo not drawn) | ? | ·

Only part of the results is shown; count on the stated rates, not on these rows.
